# High-throughput results: PubChem, National Center for Advancing Translational Sciences (NCATS)
# aSyn yeast inh – inhibitors of alpha-synuclein toxicity in yeast. Yeast expressing alpha-synuclein, growth rescue, BacTiter-Glo, 24 h. Potency, µM (series often up to 46.1 µM), for inactives: at the highest dose growth rescue (activation), most hits filed as activators. actives 0.14% (n = 370,000). AID 652106; note: potency is the fitted concentration of half-maximal effect; % of control where 0% means no effect; nearly all actives have a fitted effect of over 65% in size
#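 Screening used galactose-induced yeast with toxic alpha-synuclein levels, exposed to compound for 24 hr at 30 deg C. Cell growth, read with BacTiter-Glo luminescence, gave the measured signal.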
# EPAC2 agonist – activates human EPAC2 exchange factor | Q8WZA2 | EPAC2 activation, biochemical qHTS; response scale: 100% = 6.5 mM cAMP response | Potency, µM (series often up to 154 µM), inactives show at the highest dose activation, hits mostly activators | actives 0.079% (n = 360,000) | AID 720711; note: potency is the fitted concentration of half-maximal effect; nearly all actives have a fitted effect of over 50% in size
# Target sequence (Q8WZA2 whole entry, looked up): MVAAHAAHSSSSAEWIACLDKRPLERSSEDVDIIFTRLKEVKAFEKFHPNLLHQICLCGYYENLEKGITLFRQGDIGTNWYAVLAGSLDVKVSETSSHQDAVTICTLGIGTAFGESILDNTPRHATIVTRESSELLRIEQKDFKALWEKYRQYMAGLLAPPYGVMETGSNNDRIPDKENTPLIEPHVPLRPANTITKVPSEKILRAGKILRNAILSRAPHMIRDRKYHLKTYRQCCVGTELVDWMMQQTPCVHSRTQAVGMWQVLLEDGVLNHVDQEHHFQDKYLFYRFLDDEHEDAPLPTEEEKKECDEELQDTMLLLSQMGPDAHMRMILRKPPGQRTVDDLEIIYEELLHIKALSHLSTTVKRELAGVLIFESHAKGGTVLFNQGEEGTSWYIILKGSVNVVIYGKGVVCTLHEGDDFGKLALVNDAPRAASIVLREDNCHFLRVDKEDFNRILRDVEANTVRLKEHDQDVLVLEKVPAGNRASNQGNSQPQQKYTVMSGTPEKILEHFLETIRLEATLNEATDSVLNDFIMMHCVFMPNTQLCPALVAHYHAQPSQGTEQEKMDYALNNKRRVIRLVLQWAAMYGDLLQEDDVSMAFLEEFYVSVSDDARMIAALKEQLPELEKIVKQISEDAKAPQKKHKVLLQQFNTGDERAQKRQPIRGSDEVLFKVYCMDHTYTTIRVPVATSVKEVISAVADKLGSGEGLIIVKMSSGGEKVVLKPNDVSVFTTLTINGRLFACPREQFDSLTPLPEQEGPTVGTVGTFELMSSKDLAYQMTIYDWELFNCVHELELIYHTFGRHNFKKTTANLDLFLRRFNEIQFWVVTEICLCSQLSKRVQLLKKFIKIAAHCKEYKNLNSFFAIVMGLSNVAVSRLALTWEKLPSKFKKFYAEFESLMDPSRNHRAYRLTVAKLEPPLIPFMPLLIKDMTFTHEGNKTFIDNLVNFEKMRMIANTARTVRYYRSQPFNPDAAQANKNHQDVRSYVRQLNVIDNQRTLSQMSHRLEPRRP
#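 qHTS, titration series. 100 nM EPAC2 / 250 nM Rap1B-BODIPY-GDP / 50 uM GDP; RT; ex 480/em 540 nm, 5-min reads to 30 min. Norm. to 6.5 mM cAMP = activation.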
# EPAC2 antagonist – blocks human EPAC2 exchange factor; Q8WZA2; EPAC2 GEF exchange of Rap1B-BODIPY-GDP, fluorescence; Potency, µM (highest dose often 114 µM), without a hit: at the highest dose activity, negative = inhibition, most hits filed as inhibitors; actives 0.18% (n = 360,000); AID 720708; note: potency is the fitted concentration of half-maximal effect; % is set by controls: 0 for no effect and ±100 for the full control effect; nearly all actives have a fitted effect of over 45% in size; many of its hits are not listed in these tables
# Abeta yeast res – restores growth of yeast expressing A-beta42 peptide; Potency, µM (highest dose often 46.1 µM), inactives show top-dose growth rescue, usual class: activators; yeast expressing A-beta42, growth rescue, OD600, 48 h; response scale: 0% DMSO, 100% iron-clioquinol control; actives 0.063% (n = 410,000); note: potency is the fitted concentration of half-maximal effect; nearly all actives have a fitted effect of over 55% in size
#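 Growth rescue measured by 600 nm absorbance after 48 h yeast culture at 30 C with compound. Values normalized between DMSO and an equimolar ferric chloride plus clioquinol control.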
# D3 antag – antagonists of human D3 dopamine receptor | P35462 | D3R cells, DiscoveRx beta-arrestin luminescence, antagonist mode; hits give low values | max response, negative = inhibition, % | actives 2.5% (n = 360,000); in the data active = max response below about -50%; inconclusive = no clear call, values can overlap the other calls; note: % is set by controls: 0 for no effect and ±100 for the full control effect; mostly tested at two doses, the higher about 12 µM
#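 Cells expressing the human receptor were seeded at 1500 cells/well, incubated overnight at 37 degrees C in 5% CO2, then exposed to library compounds with dopamine controls for 90 minutes at 37 degrees C before luminescent detection.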
# DRD3 agonist – activates the human D3 dopamine receptor. actives 0.58% (n = 410,000). max activation, %. AID 652048. D3R DiscoveRx beta-arrestin cells, luminescence, 90 min. P35462; in the data active = max activation above about 30%; note: 0% is about no effect; mostly tested at two doses, the higher about 12 µM
#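 Cells at 1500/well, incubated overnight, then treated with pinned compounds (dopamine as control) for 90 min at 37 degrees C. DiscoveRx reagent added for 30 - 60 minutes at room temperature; luminescence read.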
# TDP-43 yeast inh – rescues yeast growth from TDP-43 toxicity | TDP-43 expressing yeast growth rescue, BacTiter-Glo, 24 h | Potency, µM (top dose mostly 46.1 µM), inactives show top-dose growth rescue (activation), hits mostly activators | AID 652104 | actives 1.8% (n = 410,000); note: potency is the fitted concentration of half-maximal effect; % of control where 0% means no effect; nearly all actives have a fitted effect of over 50% in size
#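 Yeast expressing TDP-43 (pregrown in raffinose, seeded at OD600=0.02 in galactose medium) exposed to compounds 24 hr at 30 deg C. Growth read by BacTiter-Glo luminescence; rescue of toxicity appears as increased signal.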
# FUS yeast rescue – FUS proteinopathy suppression in yeast; S. cerevisiae FUS-expressing, growth rescue, OD600, 24 h; Potency, µM (titrated, usually from 76.6 µM), inactives show top-dose growth rescue (activation), hits mostly activators; actives 0.24% (n = 390,000);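 note: potency is the fitted concentration of half-maximal effect; plate controls were DMSO vehicle for no effect and reference control for full effect; nearly all actives have a fitted effect of over 55% in size; some results filed as inactive show a strong effect at the top dose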
#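 FUS-expressing yeast, raffinose-pregrown, induced in 2% galactose minimal medium at OD 0.005; compounds in a dilution series, 24hr at 30C. Growth restoration read as absorbance at 600 nm. CP55940 positive control, DMSO negative.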
# The depositor's hits bear a star; ? = inconclusive; / = not tested or not shown; & = joins results of further samples; [ ] = another dose, or the depositor's remark. Unless noted, calls come from the whole dose curve; as a rule, active = well fitted curve in the direction sought with a large enough effect; inconclusive = small, poorly fitted or top-dose-only effect, or another doubt; inactive = no such curve, though single readings can be large; an effect the other way counts as inactive or inconclusive.
SMILES,aSyn yeast inh,EPAC2 agonist,EPAC2 antagonist,Abeta yeast res,D3 antag,DRD3 agonist,TDP-43 yeast inh,FUS yeast rescue
C=CCNC(=S)NCc1ccc(CNC(=S)NCC=C)cc1,-2%,-2%,-20%,-10%,-10,5,-8%[9.22 µM],11%
COc1ccccc1CN1CCN(C(CC(C)C)c2nnnn2Cc2cccs2)CC1 (stereo not given),11%,11%,5%,-6%,-63*,-16,-5%,19%
O=C(CCN1C(=O)/C(=C\c2ccccc2)SC1=S)N1CCCCC1,0%,5%,-13%,-9%,5,4,1%,-8%
COc1cc(C(=O)Nc2ccc3c(c2)OCCO3)ccc1-n1cnnn1,1%,-6%,0%,6%,-9,1,0%,22%
COC(=O)CNC(=O)COC(=O)c1cc(Cl)cc(Cl)c1N,2%,-1%,0%,20%,1,4,?,2%
OCCOC1CCCc2oc(-c3ccccc3)c(C#CC3(O)CCCCC3)c21 (stereo not given),13%,9%,-5%,0%,-1,-2,?,36%
COc1ccc(NS(=O)(=O)c2ccc(C)c(C(=O)NCCCN3CCCC3=O)c2)cc1,0%,0%,2%,4%,30,6,5%,/
CCNc1nc(NC(C)(C)C)nc(N(CC)n2cnnc2)n1,-4%,9%,2%,-26%,-23,-14,-15%,-4%
CCOC(=O)C1=C(CSCc2ccccc2)NC(=O)NC1c1cc(C)ccc1C (stereo not given),10%,15%,-11%,14%,-22,26,-3%,-8%
CC1CCN(S(=O)(=O)c2ccc(S(=O)(=O)NCC(=O)C(C)(C)C)cc2)CC1,2%,-6%,-5%,9%,-7,3,-14%,-6%
COC(=O)c1ccc(NC(=O)c2cccc(Cl)c2)o1,1%,-5%,-2%,10%,5,-8,?,15%
COc1ccc(C2CC(c3ccccc3Cl)=NN2c2ccc(S(N)(=O)=O)cc2)cc1 (stereo not given),?,20%,-13%,-1%,?,20,-17%,?
O=C(Cc1ccc(Cl)cc1)Nc1nnc2n1CCS2,?,/,/,-19%,/,-14,17%,-9%
CCc1ccc2occ(CC(=O)NCc3ccccc3)c2c1,/,/,/,14%,/,-12,11µM*,6%
O=c1c2ccccc2c(C=NCc2ccccn2)c(O)n1-c1ccccc1Cl,-1%,10%,-11%,9%,0,4,0%,18%
COc1ccccc1NC(=O)N1CCOc2ccccc21,/,/,/,-16%,/,1,?,-25%
Cc1nc(SCC(=O)O)c(C#N)c2c1CCCC2,-1%,5%,34%[activator],-15%,-5,-1,-24%,33%
COc1cccc(C2Cc3ccccc3C(=O)O2)c1 (stereo not given),0%,-2%,-2%,21%,8,8,?,6%
Cc1ccc(-n2c3c(c(=O)[nH]c2=O)C(NS(=O)(=O)c2ccc(Cl)cc2)(C(F)(F)F)C(=O)N3)cc1 (stereo not given),-8%,-3%,0%,-12%&14%,3,8&-10,6%&-2%,-10%
Cc1cc(C(=O)O)cc(S(=O)(=O)N2CCOCC2)c1C,4%,-1%,5%,5%,10,-1,10%,-1%

# 15 compounds from above, ordered by length of the SMILES, descending.
SMILES,aSyn yeast inh,EPAC2 agonist,EPAC2 antagonist,Abeta yeast res,D3 antag,DRD3 agonist,TDP-43 yeast inh,FUS yeast rescue
Cc1ccc(-n2c3c(c(=O)[nH]c2=O)C(NS(=O)(=O)c2ccc(Cl)cc2)(C(F)(F)F)C(=O)N3)cc1 (stereo not given),-8%,-3%,0%,-12%&14%,3,8&-10,6%&-2%,-10%
CC1CCN(S(=O)(=O)c2ccc(S(=O)(=O)NCC(=O)C(C)(C)C)cc2)CC1,2%,-6%,-5%,9%,-7,3,-14%,-6%
COc1ccc(NS(=O)(=O)c2ccc(C)c(C(=O)NCCCN3CCCC3=O)c2)cc1,0%,0%,2%,4%,30,6,5%,/
COc1ccc(C2CC(c3ccccc3Cl)=NN2c2ccc(S(N)(=O)=O)cc2)cc1 (stereo not given),?,20%,-13%,-1%,?,20,-17%,?
CCOC(=O)C1=C(CSCc2ccccc2)NC(=O)NC1c1cc(C)ccc1C (stereo not given),10%,15%,-11%,14%,-22,26,-3%,-8%
COc1ccccc1CN1CCN(C(CC(C)C)c2nnnn2Cc2cccs2)CC1 (stereo not given),11%,11%,5%,-6%,-63*,-16,-5%,19%
OCCOC1CCCc2oc(-c3ccccc3)c(C#CC3(O)CCCCC3)c21 (stereo not given),13%,9%,-5%,0%,-1,-2,?,36%
O=C(CCN1C(=O)/C(=C\c2ccccc2)SC1=S)N1CCCCC1,0%,5%,-13%,-9%,5,4,1%,-8%
COC(=O)CNC(=O)COC(=O)c1cc(Cl)cc(Cl)c1N,2%,-1%,0%,20%,1,4,?,2%
Cc1cc(C(=O)O)cc(S(=O)(=O)N2CCOCC2)c1C,4%,-1%,5%,5%,10,-1,10%,-1%
CCNc1nc(NC(C)(C)C)nc(N(CC)n2cnnc2)n1,-4%,9%,2%,-26%,-23,-14,-15%,-4%
COC(=O)c1ccc(NC(=O)c2cccc(Cl)c2)o1,1%,-5%,-2%,10%,5,-8,?,15%
CCc1ccc2occ(CC(=O)NCc3ccccc3)c2c1,/,/,/,14%,/,-12,11µM*,6%
O=C(Cc1ccc(Cl)cc1)Nc1nnc2n1CCS2,?,/,/,-19%,/,-14,17%,-9%
Cc1nc(SCC(=O)O)c(C#N)c2c1CCCC2,-1%,5%,34%[activator],-15%,-5,-1,-24%,33%

# Next compounds follow:
SMILES,aSyn yeast inh,EPAC2 agonist,EPAC2 antagonist,Abeta yeast res,D3 antag,DRD3 agonist,TDP-43 yeast inh,FUS yeast rescue
COc1ccc(-c2csc3ncnc(Sc4nnnn4C)c23)cc1,/,11%,0%,-10%,/,/,/,16%
CSCCC(NS(=O)(=O)c1ccc(C)cc1)C(=O)NC1CCCCCC1 (stereo not given),0%,0%,-14%,3%,8,-14,0%,-5%
CCCCCCCC(=O)Nc1cc(C(=O)NCCC)ccc1N1CCC2(CC1)CC(c1cccc(Br)c1)=NO2,0%,-2%,9%,-8%,-16,1,9%,-8%
Cc1ccc(C(=O)N2CCN(c3ccccn3)CC2)cc1Cl,2%,2%,-6%,3%,15,1,21%,-4%
COC(=O)C1(C(=O)OC)C[C@H](c2ccccc2)N(Cc2ccccc2OC)[C@@H]1c1ccccc1,-1%,13%,-1%,0%,-25,-10,9%,15%
O=C(N/N=C/c1cccc(NC(=O)c2ccc(Cl)cc2)c1)c1ccc(O)cc1,-4%,1%,1%,-3%,-11,-11,-3%,28%
O=C(Nc1ccc2oc(-c3cccnc3)nc2c1)c1cccc(Br)c1,/,/,/,-1%,/,4,25%,4%
CCN(CC)c1ccc(NC(=O)c2cc(S(=O)(=O)N3CCc4ccccc43)cn2C)c(C)c1,/,/,/,2%,/,-9,13%,-16%
CC(OC(=O)Cn1[nH]c(=O)c2ccccc2c1=O)C(=O)c1ccccc1 (stereo not given),2%,6%,-8%,-6%,8,5,6%,-1%
COc1ccc(-c2nnn(CC(=O)N(Cc3ccccc3Cl)C(C(=O)NCC3CCCO3)c3ccco3)n2)cc1OC (stereo not given),8%,2%,-8%,12%,9,23,15%,43%
CC12CCC(C(N)=O)(c3nc4ccccc4nc31)C2(C)C (stereo not given),1%,8%,3%,17%,24,-9,-10%,21%
CCCCCCCNC(=O)C1(CC2CC(c3ccc(Cl)cc3)=NO2)CCN(C(=O)c2cc(OCC)c(OCC)c(OCC)c2)CC1 (stereo not given),2%,-7%,-3%,4%,-15,-16,6%,40%
CCn1c(O)c(/C=N/n2cnnc2)sc1=S,-10%,-1%,-5%,-1%,?,-8,7%,30%
CC1CCCN(C(c2cccs2)c2nnnn2Cc2ccccc2)C1 (stereo not given),7%,18%,-4%,12%,-12,-5,18%,20%
O=C(COc1cnc2ccccc2n1)NCCC1=CCCCC1,-3%,10%,0%,7%,-7,-1,22%,-1%
O=C1COc2ccc(C(=O)COC(=O)c3ccc(S(=O)(=O)C(F)F)cc3)cc2N1,-1%,2%,0%,-6%,0,-12,-16%,-1%
COc1cccc(C(=O)c2c[nH]c(C(=O)NCc3cccs3)c2)c1,0%,3%,9%,-13%,-7,-8,-6%,18%
COc1ccc(CN(C)C(=O)C2CCN(S(=O)(=O)c3cccs3)CC2)cc1F,5%,1%,-6%,6%,16,-25,14%,20%
NNC(=O)Cc1cc(=O)[nH][nH]1,0%,5%,3%,-9%,-22,-8,17%,-4%
CCC(CC)C(=O)NCCc1cc2c(OC)ccc(OC)c2[nH]c1=O,-4%,0%,-5%,-11%,-20,-2,-7%,-22%
COc1ccc(CCNC2CCN(C)CC2)cc1OC,4%,1%,2%,17%,4,1,-1%,7%
CCN(CC)c1ccc(/C=N/N=C(N)N)c(O)c1,-8%,11%,1%,3%,-27,-14,0%,10%
O=C(CNC(=O)c1ccccc1F)N/N=C\C=C\c1ccccc1,0%,-3%,-5%,-2%,2,0,-5%,27%
Cc1cc(C)c(C(=O)NCC2CCCO2)c(C)c1C(=O)NCC1CCCO1 (stereo not given),0%,3%,2%,6%,0,0,?,-35%
Cc1ccc(C2=NC3(CCCC3)NC2=S)cc1,23%,1%,12%,?,14,2,?,-7%
COc1cc(-c2noc(-c3ccc(NCc4ccco4)c([N+](=O)[O-])c3)n2)cc(OC)c1OC,/,/,/,-13%,/,6,16%,7%
CC1(c2ccccc2)NC(=O)N(CC(=O)NCC2CCCO2)C1=O (stereo not given),-1%,2%,5%,1%,3,5,3%,/
CCOc1ccc(OC(=O)C(CCS(C)(=O)=O)N2C(=O)c3ccccc3C2=O)cc1 (stereo not given),/,-6%,6%,5%,0,2,12%,4%
CCNC(=O)N1CCNC(=O)C1CC(=O)OC (stereo not given),-4%,-2%,1%,12%,32,5,7%,15%
CC(=O)c1c(OC(=O)c2ccccc2)c2ccccc2n1C,1%,1%,-2%,-1%,7,8,-8%,-5%
Cc1ccccc1Nc1c(-c2ccc(N3CCOCC3)cc2)nc2ncccn12,11%,6%,-5%,7%&-8%,-5,3&-9,14%&-7%,26%&14%

# These rows are one share of the data; the hit share may differ from the screen's.
